# Screening data (PubChem)
# GAA inh: blocks human lysosomal alpha-glucosidase. purified human GAA, 4-MU-alpha-glucoside fluorescence. 0.005% of 200,000 active. Potency, µM (top dose mostly 76.9 µM), inactives show at the highest dose activity change, negative = inhibition, actives largely listed as inhibitors;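 note: plate controls were uninhibited enzyme wells for no effect and no-enzyme background for full effect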
#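 Human alpha-glucosidase, 4 nM, pre-mixed with test compounds before 400 uM 4-methylumbelliferyl substrate; 20 min room temperature at pH 5.0. Fluorescence read after pH 10 stop; AC50 values from Hill-equation fits.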
# IMPase Li inh: membrane-permeable IMPase blocker, potentiated with lithium | CHO-M1 cells, IP1 TR-FRET (IP-One), carbachol + lithium | Potency, µM (doses to about 59.4 µM), without a hit: at the top dose activity, negative = IMPase inhibition, most hits filed as inhibitors | 0.35% of 210,000 active;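 note: IP1 builds up when IMPase is blocked and the TR-FRET signal falls; plate controls were basal vehicle for no effect and high inhibitor control for full effect; nearly all actives have a fitted effect of over 50% in size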
#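 Lithium-sensitised IP1 accumulation assay; M1-expressing CHO cells treated 30 min at 37C with compound. Competitive antibody detection by time-resolved FRET followed a 10 min room-temperature lysis step.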
# HTT ATP protect: Huntington cell model cytoprotection by ATP luminescence. AID 1471. Potency, µM (titrated, usually from 56.4 µM), for inactives: cytoprotection (ATP increase), hits mostly activators. PC12 HTT-Q103 induced, cytoprotection, ATP luminescence, 40 h. 0.14% of 230,000 active;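 note: % of control where 0% means no effect; nearly all actives have a fitted effect of over 45% in size; toxic huntingtin expression switched on by the ecdysone agonist tebufenozide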
#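 Compounds added alongside 100 nM tebufenozide, which induces toxic Q103 huntingtin exon 1-GFP in stable PC12 cells; surviving cells quantified by luminescent ATP measurement. Medium: phenol red-free DMEM, 5% equine and 5% calf serum.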
# HttQ103 aggreg: inhibitors of mutant huntingtin aggregate formation in PC12 cells. PC12 HttQ103-GFP aggregates, Acumen cytometry, 40 h. Potency, µM (titrated, usually from 46.1 µM), for the others: at the highest dose activity change, negative = inhibition, most hits filed as inhibitors. 1.1% of 220,000 active. AID 1688; note: % is set by controls: 0 for no effect and ±100 for the full control effect; nearly all actives have a fitted effect of over 60% in size
#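 Aggregate formation scored by laser-scanning cytometer (488 excitation, 500–530 emission) in lysed PC12 cells expressing Q103-GFP after 100 nM tebufenozide induction; library tested in dose series, with ATPLite reagent added in the multiplex.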
# GAA spleen mod: inhibits or activates alpha-glucosidase in human spleen homogenate | P10253 | human spleen homogenate, 4-MU-alpha-glucoside fluorescence | Potency, µM (series often up to 79.9 µM), for the others: at the top dose activity change, negative = inhibition, usual class: inhibitors | 0.006% of 240,000 active;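 note: 0% = enzyme with vehicle and -100% = no enzyme basal signal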
#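 Human spleen homogenate (1 ug) incubated with compounds and 1 mM 4-methylumbelliferyl-alpha-D-glucopyranoside in pH 5.0 citrate/phosphate buffer, 37 C, 40 min. Stopped at pH 10; 4-MU fluorescence (Ex 365/Em 440 nm); AC50 by Hill fit.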
# GAA glycogen mod: inhibitors or activators of human alpha-glucosidase glycogen cleavage; AID 2100; recombinant GAA, glycogen substrate, Amplex Red glucose oxidase fluorescence; 0.38% of 300,000 active; P10253; Potency, µM (top dose mostly 76.4 µM), for the others: at the top dose activity change, negative = inhibition, actives largely listed as inhibitors;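 note: 0% = full enzyme reaction and -100% = no-enzyme basal signal; the screen sought inhibitors and activators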
#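 qHTS, 1536-well; enzyme 4 nM final; cpd up to 77 uM; substrate bovine liver glycogen 30 ug; 50 mM citrate/phosphate pH 5.0, 0.01% Tween-20; 37 C, 40 min; Amplex Red detection 45 min RT; Hill fit → AC50.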
# RGS12 GoLoco inh: blocks human Gai1 binding to RGS12 GoLoco peptide, red readout; Potency, µM (series often up to 61.6 µM), inactives show top-dose activity, negative = inhibition, hits mostly inhibitors; 0.44% of 230,000 active; AID 880; Gai1:RGS12 GoLoco peptide FP, rhodamine, 10 min; P63096; active = well fitted inhibition curve with a large enough effect, not every such curve was filed as active; inactive = no such curve, though single readings can be large or run the other way; note: % is set by controls: 0 for no effect and ±100 for the full control effect; nearly all actives have a fitted effect of over 30% in size; many of its hits are not listed in these tables
# Target sequence (P63096 whole entry, looked up): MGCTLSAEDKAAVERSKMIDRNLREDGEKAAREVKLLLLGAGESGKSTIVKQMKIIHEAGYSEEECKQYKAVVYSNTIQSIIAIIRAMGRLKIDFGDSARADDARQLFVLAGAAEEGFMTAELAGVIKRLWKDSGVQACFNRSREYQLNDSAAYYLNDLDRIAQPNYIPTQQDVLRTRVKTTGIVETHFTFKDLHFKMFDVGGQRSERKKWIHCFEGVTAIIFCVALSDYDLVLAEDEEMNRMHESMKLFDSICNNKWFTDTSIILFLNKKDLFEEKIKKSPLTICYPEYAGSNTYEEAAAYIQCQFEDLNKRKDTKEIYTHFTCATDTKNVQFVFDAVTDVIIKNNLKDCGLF
# An asterisk follows results filed as active; ? = inconclusive; . = no result given; [ ] = remark or other dose. Unless noted, calls come from the whole dose curve; as a rule, active = well fitted curve in the direction sought with a large enough effect; inconclusive = small, poorly fitted or top-dose-only effect, or another doubt; inactive = no such curve, though single readings can be large; an effect the other way counts as inactive or inconclusive. Potency is the fitted concentration of half-maximal effect.
SMILES,GAA inh,IMPase Li inh,HTT ATP protect,HttQ103 aggreg,GAA spleen mod,GAA glycogen mod,RGS12 GoLoco inh
COc1ccc(C(=O)NNC(=O)Cc2ccc([N+](=O)[O-])cc2)cc1,0%,12%,16%[10 µM],3%,1%,1%,3%
CSCCC(NC(=O)c1ccc(Cl)cc1)C(=O)OCC(=O)c1ccc[nH]1 (stereo not drawn),-2%,9%,-10%[10 µM],1%,-14%,7%,27%
COc1ccc(S(=O)(=O)N(C)CC(=O)Nc2ccccc2C(F)(F)F)cc1Cl,-5%,34%[38.3 µM],10%,8%,-13%,5%,6%
COC(=O)c1ccc(S(=O)(=O)NC(C)(C)C)n1C,.,.,-6%[10 µM],-12%[9.22 µM],-1%,-1%,-1%
CC1=CC(=C(C#N)C#N)c2ccccc2N1C,3%,3%,23%[10 µM],-12%,10%,6%,4%
O=C(COC(=O)COc1ccccc1)NC1CCCc2ccccc21 (stereo not drawn),-14%,-3%,-7%[1.9 µM],16%,1%,-7%,5%
CCOc1cc(C)nc(N2CCC(C(=O)Nc3ccccc3OCC)CC2)n1,-5%,-6%[38.3 µM],-7%[10 µM],1%,-2%,-3%,5%
O=C(CC1C(=O)NCCN1C(=O)Nc1ccccc1)Nc1cc(Cl)ccc1Cl (stereo not drawn),.,.,5%[10 µM],-5%[9.22 µM],7%,3%,6%
COCCNC(=S)N1CCN(C)CC1,.,.,3%[10 µM],3%[9.22 µM],7%,-10%,-8%
COC(=O)[C@@H]1C(O)[C@@H](C(=O)OC)[C@H](C)N(C)[C@@H]1C (stereo partly drawn),.,-4%,-4%[10 µM],.,.,.,-2%[14.2 µM]
O=C(N=Nc1c(O)[nH]c2ccccc12)c1cc(NS(=O)(=O)c2cccs2)cc(NS(=O)(=O)c2cccs2)c1,-7%,0%,12%,-1%,-6%,6%,2%
Cc1ccccc1Nc1oc(-c2ccccc2)nc1-c1cccc2ccccc12,.,-5%,14%,.,-9%,.,-7%

# 3 compounds from above, reduced to HttQ103 aggreg, GAA inh and IMPase Li inh.
canonical_smiles | HttQ103 aggreg | GAA inh | IMPase Li inh
CSCCC(NC(=O)c1ccc(Cl)cc1)C(=O)OCC(=O)c1ccc[nH]1 (stereo not drawn) | 1% | -2% | 9%
O=C(N=Nc1c(O)[nH]c2ccccc12)c1cc(NS(=O)(=O)c2cccs2)cc(NS(=O)(=O)c2cccs2)c1 | -1% | -7% | 0%
COc1ccc(S(=O)(=O)N(C)CC(=O)Nc2ccccc2C(F)(F)F)cc1Cl | 8% | -5% | 34%[38.3 µM]

# Remaining list, next part:
SMILES,GAA inh,IMPase Li inh,HTT ATP protect,HttQ103 aggreg,GAA spleen mod,GAA glycogen mod,RGS12 GoLoco inh
COc1ccc(CNCCC(c2ccccc2)c2ccc3c(c2)OCO3)cc1 (stereo not drawn),-11%,29%[38.3 µM],-119%[inhibitor],?,-9%,-26%[76.3 µM],-15%
O=C(Nc1ccncc1)c1cncc(Br)c1,-2%,-1%,11%[10 µM],?,2%,?,-12%
CCc1cc(C(=O)NNC(=S)NCc2ccccc2)cs1,-3%,9%[38.3 µM],10%,-19%,8%,?,9%
CCC(=O)c1cc(F)c(N2CCN(S(=O)(=O)c3ccccc3)CC2)cc1C,-10%,33%[38.3 µM],-1%,?,-15%,-4%,-6%
O=C(CCc1ccccc1)NNC(=O)Cc1ccc(Cl)cc1,3%,0%,-11%,-31%,-13%,2%,11%
O=C(Nc1ccccc1)C1CC(=O)N(C2CCCCC2)C1 (stereo not drawn),-3%,-5%[38.3 µM],12%,1%,0%,-11%,-3%
CO/N=C(/CNC(=O)c1ccccc1Cl)c1ccc(Cl)cc1,-8%,6%[38.3 µM],3%,7%,-3%,0%,5%
O=C(NCCCn1ccnc1)c1cc2ccccc2o1,12%,4%,-24%[10 µM],-15%[9.22 µM],4%,-4%,-10%
COc1ccc2[nH]cc(C(=O)CN3CCCCC3)c2c1,0%,-8%[38.3 µM],9%,-12%,-3%,6%,0%
O=[N+]([O-])c1cccc(/C=N/Nc2nc(N3CCCCC3)nc(N3CCCCC3)n2)c1,-7%,5%,-30%[inhibitor],8%,1%,-3%,6%
Cc1ccc(N(CC(=O)Nc2cc(Cl)ccc2Oc2ccccc2)S(C)(=O)=O)cc1C,-10%,42%[activator][38.3 µM],-1%,-27%,-5%,-4%,-7%
O=c1c2ccccc2c(C=Nc2cccc(S(=O)(=O)NCc3ccco3)c2)c(O)n1-c1ccc(Cl)cn1,1%,.,-7%[10 µM],-17%,-10%,6%,.
O=C(c1ccc(-n2cnnn2)cc1)N1CCCCC1,0%,5%,27%[10 µM],7%,4%,4%,-6%
Cc1ccc(NC(=O)COC(=O)C2CC(=O)N(Cc3ccccc3)C2)cc1F (stereo not drawn),-7%,-1%,-8%,6%,3%,-16%,-15%
Oc1oc(-c2ccccc2)nc1C=Nc1ccccc1,-7%,46%[activator][38.3 µM],-30%,17%,-11%,3%,-30%
Cc1nnc(NCc2ccncc2)c2ccccc12,0%,-10%[38.3 µM],-4%[0.074 µM],-17%,4%,1%,9%
O=C(CSc1nnc2sc3ccccc3n12)NCc1ccc2c(c1)OCO2,.,.,15%[10 µM],26%[9.22 µM],3%,3%,4%
Cc1ccc(-c2nc3ncccc3o2)cc1NC(=O)c1ccccc1,2%,.,0%[10 µM],-11%[9.22 µM],4%,8%,22%
Cc1ccc(Cn2ncc(C)c2N)o1,-3%,6%,7%[10 µM],-8%[9.22 µM],-7%,0%,7%
CCC(Sc1nnnn1-c1ccccc1)C(=O)Nc1nc2ccccc2s1 (stereo not drawn),-13%,14%,1%[10 µM],?,-7%,-6%,-3%
COc1cccc(OC)c1C(=O)NC(=S)Nc1ccc2oc(=O)ccc2c1,4%,-21%,1%[1.9 µM],1%,-7%,8%,0%
N#Cc1ccc(NC(=O)Nc2ccc(Cl)cc2)cc1,-1%,5%,-3%[10 µM],25µM*,2%,-2%,-1%
O=C(NCc1cccs1)NC1CCCCC1,-7%,.,-10%,-1%,-6%,5%,.
CCc1nnc(NC(=O)CSc2nc3ccccc3s2)s1,2%,-3%,21%[10 µM],-4%,-3%,1%,7%
O=C1CCCC2=C1C(c1ccc(Cl)cc1)C1C(=O)c3ccccc3C1=N2 (stereo not drawn),?,1%[38.3 µM],-76%[inhibitor],-2%,-6%,?,18%
Cc1ccc(Nc2nnc(SCc3ccccc3)s2)cc1,5%,6%,-12%[10 µM],-18%,-3%,5%,-10%
CCCOc1ccc2oc(=O)c3c(c2c1)CCCN3C(=O)CN1CCN(C(=O)c2ccco2)CC1,?,12%,28%[10 µM],0%,-2%,-3%,-4%
CC(=O)N[C@@H]1C(O)OC(CO)C(O)C1O (stereo partly drawn),.,18%,-31%[inhibitor],-1%,0%,.,3%
CCCC(CCC(=O)OC)(C(=O)OCC)c1csc(N)n1 (stereo not drawn),-2%,-6%[38.3 µM],3%[10 µM],11%,6%,0%,0%
CCOc1cc(NC(=S)NCc2ccco2)c(OCC)cc1NC(=O)CC(C)C,13%,-22%,-13%[10 µM],-17%,-8%,-3%,-15%
CCCNC(=O)c1ccc2c(c1)C1C3CCC(C3)C1C(c1ccccc1)N2 (stereo not drawn),-8%,30%[activator][38.3 µM],-44%[inhibitor],?,-2%,-16%,5%
Cc1noc(C)c1CSc1nnc(-c2c[nH]c3ccccc23)n1-c1ccc(Cl)cc1,-2%,-5%[38.3 µM],-35%,0%,-2%,1%,9%
COc1cccc(-c2ccc3ncnc(N4CCOCC4)c3c2)c1,.,19%,-166%[inhibitor],.,6%,.,7%
Cc1cc2nc(SCCOC(=O)Nc3ccc(Cl)cc3)nc(C)c2cc1C,-9%,17%[38.3 µM],-5%,-13%,7%,-7%,-37%
CC(=O)Nc1ccc(NC(=O)C(C)OC(=O)/C=C/c2cnc3ccccc3n2)cc1 (stereo not drawn),.,.,7%[10 µM],23%[9.22 µM],-1%,3%,4%
COc1ccccc1Cn1nnc2c(=O)[nH]c(C3CCN(C(=O)c4ccc(F)cc4)CC3)nc21,?,-5%[38.3 µM],-15%,4%,-9%,8%,17%

# Looked up above:
# CCOc1cc(NC(=S)NCc2ccco2)c(OCC)cc1NC(=O)CC(C)C – GAA spleen mod: -8%
# CC(=O)N[C@@H]1C(O)OC(CO)C(O)C1O (stereo partly drawn) – GAA spleen mod: 0%
# Cc1noc(C)c1CSc1nnc(-c2c[nH]c3ccccc23)n1-c1ccc(Cl)cc1 – IMPase Li inh: -5%[38.3 µM]
# COc1ccccc1Cn1nnc2c(=O)[nH]c(C3CCN(C(=O)c4ccc(F)cc4)CC3)nc21 – RGS12 GoLoco inh: 17%
# CCCOc1ccc2oc(=O)c3c(c2c1)CCCN3C(=O)CN1CCN(C(=O)c2ccco2)CC1 – HTT ATP protect: 28%[10 µM]
# Cc1ccc(Nc2nnc(SCc3ccccc3)s2)cc1 – HTT ATP protect: -12%[10 µM]

# Other compounds.
SMILES,GAA inh,IMPase Li inh,HTT ATP protect,HttQ103 aggreg,GAA spleen mod,GAA glycogen mod,RGS12 GoLoco inh
CCOc1ccccc1C(=O)N1CCN=C1SC,-1%,-21%[38.3 µM],-10%[10 µM],-8%,-1%,11%,0%
COc1cc(O)c(CCC(=O)c2cc(OC)c(OC)c(OC)c2)c(OC)c1,-2%,1%,.,2%,6%,0%,-4%
CCOC(=O)C1=C(C)Nc2nnnn2C1c1ccc(OC)c(Br)c1 (stereo not drawn),1%,0%,-9%[10 µM],21%,-3%,9%,7%
CCOc1ccccc1C1N(c2ccc(F)cc2)C(=O)C2CCCN21 (stereo not drawn),0%,-1%[38.3 µM],8%,3%,-1%,2%,-3%
COc1ccc(-c2nc(-c3cccc(C)c3)nc(Cl)c2C#N)cc1,3%,3%[38.3 µM],-12%,10%,-2%,-9%,7%
CNCCCOc1cccc(Oc2ccccc2)c1,-1%,26%,-13%[10 µM],-8%[9.22 µM],-2%,4%,-9%

# Only part of the results is shown (hit frequency here may not be typical).
